# Screening data from PubChem.
# LAP4 TOR yeast = modulators of TOR pathway LAP4-GFP in S. cerevisiae; S. cerevisiae LAP4-GFP multiplex, flow cytometry GFP, 3 h; median GFP as percent of DMSO wells; GFP response vs DMSO, % at 10 µM; 0.34% of 320,000 active; AID 2023;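 active means GFP response vs DMSO above a set limit, about the screen mean plus 3 SD, cut at about 150% in these data; inconclusive means under 70 cell events counted for the yeast strain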
# GASC-1 inh = human JMJD2C demethylase inhibition; inhibition, % at 2.35 µM; 0.069% of 330,000 active; GST-JMJD2C(1-420) H3K9me3 demethylation, DELFIA europium; Q9H3R0;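 active means more than half of a compound's replicate wells show inhibition beyond 50%, single wells judged on their own value; inconclusive means some, but no more than half, of replicates pass 50% inhibition; inactive means no replicate passes 50% inhibition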;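 further: signal counts dimethyl H3K9 product captured on neutravidin plate; 0% = median of DMSO wells and 100% = 0.3 times that DMSO median; strong numbers were not always called active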
# proCasp7 act = activates human procaspase-7, counter-screen for procaspase-3 activators; P55210; activation, % at 8.5 µM; AID 463210; 0.093% of 330,000 active; recombinant procaspase-7, Ac-DEVD-pNA absorbance 405 nm; D23A/D198A/D206A triple mutant, cannot self-cleave; scale: DMSO 0, 5 µM enzyme 100;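 active means percent activation above the screen-wide mean plus 3 SD, cut at about 25% in these data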
#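 Replicates: singlicate. Assay system: Procaspase-7 triple mutant (PC-7 D3A). Signal: 405 nm absorbance of p-nitroaniline. Times: 1 h preincubation, 2 h reaction. Buffer or medium: Zinc-free HEPES pH 7.4 with 300 mM NaCl, 0.01% Triton X-100. Also added: DEVD-pNA substrate. Benchmarks: DMSO wells as 0%, DMSO with 5 µM added PC-7 as 100%.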
# Yeast superoxide = caloric restriction mimetics inhibiting age-related superoxide in yeast; superoxide response (% of plate mean), % at 10 µM; 0.18% of 330,000 active; AID 2690; S. cerevisiae aged cells, superoxide DHE fluorescence; active compounds read low;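 active means superoxide response under a set limit, about three screen SD below normal, cut at about 65% in these data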;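 further: yeast aged for seven days with compound at 30 °C before DHE staining; 100% = average MFI of all compound-treated wells on the plate with controls excluded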
# RPL19A TOR yeast = alters RPL19A-GFP fluorescence in TOR pathway yeast screen | S. cerevisiae RPL19A-GFP strain, flow cytometry, 3 h; active compounds read low | percent response vs DMSO, % at 10 µM | 0.3% of 330,000 active | AID 2025;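 active means percent response vs DMSO below 50%; inconclusive means fewer than 70 events counted for the yeast strain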;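 further: median channel GFP fluorescence of the barcoded RPL19A-GFP strain; ratio of sample median GFP to plate DMSO average so 100% = DMSO; lower means less RPL19A-GFP as with rapamycin TOR inhibition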
# procasp3 activ = activators of human procaspase-3 | recombinant procaspase-3 D3A, Ac-DEVD-pNA absorbance 405 nm | P42574 | activation, % at 8.5 µM | 0.11% of 330,000 active;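 active means activation above the mean of all tested compounds plus 3 SD, cut at about 21% in these data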;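 further: 0% = DMSO alone and 100% = DMSO wells spiked with extra 5 µM PC-3 D3A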
# Target sequence (P42574 whole entry D9A/D28A/D175A): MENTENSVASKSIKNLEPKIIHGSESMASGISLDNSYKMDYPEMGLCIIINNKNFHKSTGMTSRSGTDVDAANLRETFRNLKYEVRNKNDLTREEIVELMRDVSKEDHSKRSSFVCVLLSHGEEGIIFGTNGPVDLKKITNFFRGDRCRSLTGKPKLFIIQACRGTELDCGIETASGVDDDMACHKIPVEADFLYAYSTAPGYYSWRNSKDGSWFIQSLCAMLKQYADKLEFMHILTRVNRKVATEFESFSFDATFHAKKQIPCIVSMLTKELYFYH
#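 material = Procaspase-3 D3A mutant | probe or stimulus = Ac-DEVD-pNA | compound = single dose, 8.5 µM nominal compound, 0.8% DMSO | timing = 1 h preincubation, 2 h reaction | measured by = 405 nm absorbance of p-nitroaniline, reads at 0 and 120 min | benchmarks = DMSO-only low control, 5 µM PC-3 D3A high control | repeats = singlicate, each compound tested once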
# AHR act = human AHR activation; P35869; AHR-responsive luciferase reporter cells, luminescence; activation, % at 5 µM; 2.5% of 320,000 active; AID 2796; in the data active means activation above about 47%;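 further: 0% = vehicle wells and 100% = reference agonist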
# Target sequence (P35869 whole entry, looked up): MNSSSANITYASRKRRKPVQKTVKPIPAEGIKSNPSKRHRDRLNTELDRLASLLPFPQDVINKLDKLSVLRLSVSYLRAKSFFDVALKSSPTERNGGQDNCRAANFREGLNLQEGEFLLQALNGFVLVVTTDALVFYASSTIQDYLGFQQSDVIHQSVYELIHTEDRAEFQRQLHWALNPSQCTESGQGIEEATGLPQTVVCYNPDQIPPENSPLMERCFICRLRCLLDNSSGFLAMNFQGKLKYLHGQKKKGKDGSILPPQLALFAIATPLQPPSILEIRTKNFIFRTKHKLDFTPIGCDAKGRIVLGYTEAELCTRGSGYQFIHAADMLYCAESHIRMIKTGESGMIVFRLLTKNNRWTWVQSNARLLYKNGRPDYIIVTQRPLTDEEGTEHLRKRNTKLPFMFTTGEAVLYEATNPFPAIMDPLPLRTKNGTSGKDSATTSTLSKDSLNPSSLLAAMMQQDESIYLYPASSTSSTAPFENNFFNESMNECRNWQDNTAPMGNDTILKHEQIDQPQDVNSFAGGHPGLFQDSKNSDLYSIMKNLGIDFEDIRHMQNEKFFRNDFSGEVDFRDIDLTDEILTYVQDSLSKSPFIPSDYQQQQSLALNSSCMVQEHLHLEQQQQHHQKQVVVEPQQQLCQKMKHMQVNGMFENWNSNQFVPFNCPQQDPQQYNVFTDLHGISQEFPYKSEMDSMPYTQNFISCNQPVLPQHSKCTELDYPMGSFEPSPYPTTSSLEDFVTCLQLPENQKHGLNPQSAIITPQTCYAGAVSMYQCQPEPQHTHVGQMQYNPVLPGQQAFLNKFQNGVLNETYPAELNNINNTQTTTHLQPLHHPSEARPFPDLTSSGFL
# MEP2 TOR yeast = alters MEP2-GFP fluorescence in TOR pathway yeast screen; S. cerevisiae MEP2-GFP strain, flow cytometry GFP, 3 h; 100% = DMSO control level; GFP response vs DMSO, % at 10 µM; 0.51% of 330,000 active; AID 2016;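 active means GFP response versus DMSO above a set limit, roughly screen mean plus 3 SD, cut at about 180% in these data; inconclusive means fewer than 70 cells counted for a yeast strain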;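 further: median GFP fluorescence of the barcode-gated MEP2-GFP cells per well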
# An asterisk follows results filed as active; ? = inconclusive; · = not tested or not shown; & = joins results of further samples.
SMILES,LAP4 TOR yeast,GASC-1 inh,proCasp7 act,Yeast superoxide,RPL19A TOR yeast,procasp3 activ,AHR act,MEP2 TOR yeast
CCCC(=O)OC(C(=O)Nc1cc(C(F)(F)F)ccc1Cl)c1ccccc1 (stereo not given),105,?,5,83,102,9,-3,119
CC(=O)C1=C(C)NC(SCC(=O)c2ccc(Cl)cc2Cl)=C(C#N)C1c1ccco1 (stereo not given),113,8,-48,121,97,-23,107*,99
COc1ccc(OC)c(-c2csc(-c3cccs3)n2)c1,96,8,-3,84,110,-4,121*,109
c1ccc(-c2cnnc(N3CCOCC3)n2)cc1,91,3,0,107,96,-9,23,107
Cc1cc(C)cc(NC(=S)Nc2ccc3cn[nH]c3c2)c1,105,7,-9,107,95,2,6,99
CCc1ccccc1N1C(=O)C2C3CC(=O)C(c4ccccc43)C2C1=O (stereo not given),89,6,4,100,98,2,-1,100
COc1ccc(/C=N/n2c(C)nc3sc(C)c(C)c3c2=O)cc1,104,-1,7,91,97,2,-1,101
COc1ccccc1-c1coc2c(CN3CCOCC3)c(O)ccc2c1=O,95,-16,3,105,102,9,1,102
Cc1csc2nc(CNS(=O)(=O)c3ccc4c(c3)OCCO4)cn12,103,2,4,91,104,-1,8,106
Cc1cc(/C=C(\C#N)C(=O)N2CCOCC2)c(C)n1C1CCCC1,112,-9,0,105,104,-15,9,101
C=CCNS(=O)(=O)c1cc(S(=O)(=O)NCC=C)c(OC)cc1OC,107,10,2,97,97,3,0,98
COc1ccc(NC(=O)CN(c2ccc(C)cc2)S(=O)(=O)c2c(C)nn(C)c2C)cc1OC,85,5,-1,102,100,-13,5,101
CC(C)C(NC(=O)C1CCCCC1)C(=O)NCc1ccccn1 (stereo not given),102,3,-3,109,103,5,0,103
N=c1c2c(-c3ccccc3)c(-c3ccccc3)n(Cc3ccco3)c2ncn1CCCN1CCOCC1,109,-6,-2,94,118,7,-3,108
CCCN(CC1CCCO1)C(=O)CCc1nnc(CCc2ccc(OC)cc2)o1 (stereo not given),122,6,8,101,105,5,0,109
CC(C)Cc1cc(C(=O)Nc2sc3c(c2C#N)CCC3)no1,97,-1,-9,103,98,4,2,99
COc1ccc(C2C3=C(CC(C)(C)CC3=O)OC(N)=C2[N+](=O)[O-])cc1 (stereo not given),90,-3,-11,130,105,-2,2,109
Cc1c(NC(=O)Nc2cccs2)cccc1[N+](=O)[O-],110,8,-21,90,101,-2,15,91
O=C(c1ccc(Cl)c([N+](=O)[O-])c1)N1CCN(C(=O)c2ccco2)CC1,101,1,-4,114,104,-8,9,105
C=CCOC(=O)Nc1c(C(=O)OC)[nH]c2ccccc12,109,-1,-1,113,102,-7,57*,110
O=C(C1CCCC1)N1CCC(CO)(Cc2ccccc2Cl)CC1,104,4,-3,85,103,0,-2,98
O=C(NCc1ccccc1)C1C(=O)N(Cc2ccccc2)C(=O)C1C1(O)CCCC1 (stereo not given),95,11,1,100,94,-9,3,94
COCCOC(=O)C1=C(C)NC2=C(C(=O)CC(c3cccs3)C2)C1c1ccsc1 (stereo not given),110,11,-10,83,101,-17,50*,102
Cc1ccccc1/[N+]([O-])=C/c1ccncc1,·,0,-5,90,93,2,-1,94
CCCN(c1nc(C)cc(OC)n1)S(=O)(=O)c1ccccc1,102,-4,9,97,99,-10,0,98
C/C(=C1\SC(N2CCOCC2)=NC1=O)c1ccc(C)cc1,97,-6,-7,76,99,-1,26,98
Cn1c(=O)c2c(nc(SCCN3CCOCC3)n2Cc2ccccc2)n(C)c1=O,107,6,10,99,108,3,2,99
COc1ccc2c(c1)c1nc3ccccc3nc1n2CC(=O)OC(C)C,81,7,-6,101,104,3,2,98
Cc1ccccc1N(C)C(=O)C1CCCN(c2ncnc3c2nc2n3CCCCC2)C1 (stereo not given),98,-12,9,98,96,-6,5,96
O=C(c1cc(COc2c(F)cccc2F)on1)N1CCC(c2ccccc2F)C1 (stereo not given),103,-11,-5,97,102,5,6,101
CCOC(=O)COc1ccc(Br)cc1/C=C1\SC(N)=NC1=O,83,-8,-12,108,101,-8,0,97
CCOc1ccc(C(=O)NCCCN2CCOCC2)cc1OCC,111,-1,7,101,95,-7,1,101
COc1ccc(CC(=O)NNS(=O)(=O)c2ccc(F)cc2)cc1,95,12,-7,110,106,4,0,104
O=C(NC12CC3CC(CC(C3)C1)C2)c1ccc(=O)oc1,100,6,18,103,99,-2,-1,101
COc1ccc(OCC(O)CN(C)C(=O)/C=C/c2cccc([N+](=O)[O-])c2)cc1 (stereo not given),97,2,9,84,105,11,4,107
O=S(=O)(c1ccc(NCCOCCO)nc1)N1CCCCC1,86,26,-5,85,92,1,0,103
CC(=O)NC1=NN(C(C)=O)C(C)(c2cccc([N+](=O)[O-])c2)S1 (stereo not given),104,3,2,97,97,7,-3,104
CC1CCN(S(=O)(=O)c2ccc(NC(=O)C3CC3)cc2)CC1,87,6,3,108,101,1,-2,102
Cn1c(N)c(C(=O)COC(=O)C2(c3ccccc3F)CCCC2)c(=O)n(C)c1=O,105,15&-3,6,100,99,6,1,107
COc1ccc2nc(-c3cccc(N)c3)[nH]c2c1,91,10,-6,86,100,-3,24,94
Cc1nc2cccc(C)n2c(=O)c1Cl,102,8,6,90,102,3,0,101
CS(=O)(=O)N(CC(=O)N/N=C/c1cccs1)c1cccc(Cl)c1Cl,100,11,-6,102,95,-3,10,93
O=C(CSc1c(Cl)cccc1Cl)NC1CCCc2ccccc21 (stereo not given),90,5,-4,107,98,-5,0,91
CCCN(C(=O)/C=C/c1ccco1)c1c(N)n(Cc2ccccc2)c(=O)[nH]c1=O,88,1,-2,94,92,6,-2,112
O=C(NCc1ccncc1)c1cc(F)c(F)cc1Cl,102,3,1,96,110,-1,1,100
O=c1cc2[nH]c3ccccc3c(=O)n2nc1-c1ccccc1,113,15,6,94,102,-3,33,106
O=C(CC1C(=O)NCCN1Cc1ccccc1C(F)(F)F)NCCN1CCOCC1 (stereo not given),102,8,-12,98,99,5,3,105
Cc1ccc(/C=c2\sc3nc(-c4ccccc4Br)nn3c2=O)o1,107,4,-8,104,101,-6,3,113
Cc1cc(C)c(O)c(-c2cc(C(=O)Nc3cccnc3)[nH]n2)c1,101,-10,-3,107,103,-6,-2,102
CCOC(=O)c1sc2nc(CSc3ccccc3)nc(N3CCCN(C)CC3)c2c1C,89,-7,-7,94,101,3,5,96
COc1ccc(CCNC(=O)CSc2nnc3ccc(-c4ccccn4)nn23)cc1OC,108,-12,12,97,98,9,0,94
CN(CC(=O)Nc1cccc(F)c1)C(=O)C1=COCCO1,109,9,2,97,98,-1,1,94
Cn1nnnc1SCC(=O)N1CCc2ccccc21,100,1,-6,111,92,1,7,104
O=C(NCCc1cccc(C(F)(F)F)c1)C1CCC(=O)N(Cc2ccc(Cl)cc2)C1 (stereo not given),96,5,-3,113,103,13,3,100
Oc1sc(C=Nc2ccc(F)cc2)c2ccccc12,103,9,-23,102,101,-28,36,101
O=C(COc1cccc(Br)c1)Nc1ccc(Cl)c(S(=O)(=O)N2CCOCC2)c1,95,-1,-3,110,94,3,0,106
CC(CN1CCCCC1)OC(=O)c1cccc(F)c1 (stereo not given),98,6,9,110,102,-5,-4,109
CCc1ccc(Oc2coc3cc(OCC(=O)Nc4cc(C)ccc4C)ccc3c2=O)cc1,90,6,-2,118,113,5,1,110
CCOC(=O)N1CCN(C(=O)c2cnn3c(C)c(Cc4ccc(C)cc4)c(C)nc23)CC1,101,-8,5,99,100,-3,0,104
O=C(N/N=C1/CCS(=O)(=O)c2ccc(F)cc21)c1cccnc1,99,3,8,97,95,-4,6,89

# Reformatted: 3 of the compounds above
molecule	LAP4 TOR yeast	GASC-1 inh	proCasp7 act	Yeast superoxide	RPL19A TOR yeast	procasp3 activ	AHR act	MEP2 TOR yeast
Cc1cc(C)c(O)c(-c2cc(C(=O)Nc3cccnc3)[nH]n2)c1	101	-10	-3	107	103	-6	-2	102
Cn1c(N)c(C(=O)COC(=O)C2(c3ccccc3F)CCCC2)c(=O)n(C)c1=O	105	15&-3	6	100	99	6	1	107
COCCOC(=O)C1=C(C)NC2=C(C(=O)CC(c3cccs3)C2)C1c1ccsc1 (stereo not given)	110	11	-10	83	101	-17	50*	102

# Additional compounds follow:
SMILES,LAP4 TOR yeast,GASC-1 inh,proCasp7 act,Yeast superoxide,RPL19A TOR yeast,procasp3 activ,AHR act,MEP2 TOR yeast
COc1ccccc1C(=O)NC(=O)COC(=O)c1nc(Cl)ccc1Cl,108,-2,-2,95,101,-14,0,98
Oc1ccccc1C=NC1CCCCC1N=Cc1ccccc1O (stereo not given),94,98,6,104,93,3,-3,96
Cc1cnc(NC(=O)c2c(-c3ccccc3)noc2C)s1,94,-4,2,105,94,1,7,98
CCc1ccc(NC(=O)CS(=O)CC(=O)NC(C)CCc2ccco2)cc1 (stereo not given),100,-2,-5,106,100,0,1,100
Cn1cccc1CC(=O)N/N=C/C=C/c1ccccc1,109,10,8,98,101,-1,4,97
Cc1c(-c2ccccc2)cnc2c(C)cccc12,107,-15,-2,115,102,-2,19,102
Cc1cc(C)cc(NC(=O)CSc2nc3[nH]c(=O)cc(O)c3s2)c1,101,-14,-30,88,101,-16,0,106
Cc1ccc(S(=O)(=O)NCC(=O)NCC(=O)OCC(=O)NC(=O)NC(C)(C)C)cc1C,99,-12,0,110,120,1,0,115
CN(C)CCCn1cnc2c1c(=O)[nH]c(=O)n2Cc1ccccc1,95,-8,3,103,105,4,1,107
CCCc1cc(N2CCCC(C(=O)Nc3cc(Cl)ccc3OC)C2)n2ncnc2n1 (stereo not given),106,·,7,95,99,4,0,100
CCOC(=O)C1Nc2ccccc2C2c3ccccc3CC12 (stereo not given),122,18,-18,104,98,-1,4,83
CC1Cc2ccccc2N1C(=O)CN1CCc2ccccc2C1 (stereo not given),93,4,6,119,94,3,3,102
CNS(=O)(=O)c1cc(OC)c(OC)cc1CC(=O)OC,96,5,-1,99,93,0,4,98
O=c1c2ccccc2oc2nc(-c3cccs3)n(CCc3ccccc3)c(=O)c12,91,-4,3,104,100,-5,7,100
O=C1CC(SC(=Nc2ccccc2)Nc2ccccc2)C(=O)N1c1cccc(Cl)c1 (stereo not given),100,6,7,97,98,-1,1,103
O=C(Nc1ncc(Cc2ccccc2Cl)s1)C1=NCCN1,94,-11,5,102,105,3,4,105
O=C(CCNS(=O)(=O)c1ccc(Cl)cc1)NCc1ccccn1,105,14,8,135,103,-5,-1,102

# Sorted by SMILES length (largest number first): 3 of the compounds above
SMILES,LAP4 TOR yeast,GASC-1 inh,proCasp7 act,Yeast superoxide,RPL19A TOR yeast,procasp3 activ,AHR act,MEP2 TOR yeast
O=C(CCNS(=O)(=O)c1ccc(Cl)cc1)NCc1ccccn1,105,14,8,135,103,-5,-1,102
CNS(=O)(=O)c1cc(OC)c(OC)cc1CC(=O)OC,96,5,-1,99,93,0,4,98
Cn1cccc1CC(=O)N/N=C/C=C/c1ccccc1,109,10,8,98,101,-1,4,97
